rCAG binder – molecules binding r(CAG) RNA repeats | inhibition, % at 3 µM | r(CAG) RNA repeat, TO-PRO-1 dye displacement fluorescence | 370,000 tested, 1.3% active;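 active = inhibition above the plate cutoff, the mean of all test compounds on that plate plus 3 SD, cut at about 35% in these data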;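 note: 0% = DMSO alone and 100% = 100 µM mitoxantrone as full dye displacement; higher means more dye released from RNA so lower well fluorescence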
UHRF1 MBD2 ctr – UHRF1 methyl-DNA binding inhibition; Q96T88; UHRF1 binding to methylated oligo, TR-FRET; inhibition, % at 4.4 µM; 370,000 tested, 0.75% active; AID 687016; in the data active = inhibition above about 21%;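 note: UHRF1 SRA domain binding a hemimethylated CpG hairpin DNA probe; 0% = median of test compound wells and 100% = reference inhibitor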
PG9 Ab binder – small molecules binding HIV-1 gp120 antibody PG9. 360,000 tested, 0.43% active. inhibition, % at 6.7 µM. TR-FRET gp120-PG9 antibody binding; in the data active = inhibition above about 8.5%
HTRA1 inhibitor – inhibitors of human serine peptidase HTRA1; recombinant HTRA1, FP-rhodamine activity-based probe, fluorescence polarization; Q92743; inhibition, % at 5.96 µM; 340,000 tested, 0.5% active; in the data active = inhibition above about 36%;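 note: 0% = enzyme with DMSO and 100% = wells lacking enzyme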
LEDGF integ inh – blocks HIV-1 LEDGF/p75-dependent DNA integration | TR-FRET IN-LEDGF/p75 DNA integration, Eu/Cy5 | inhibition, % at 3.7 µM | 370,000 tested, 0.64% active | AID 743269;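 active = inhibition above the screen-wide mean plus 3 SD, cut at about 13% in these data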;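 note: signal is the Cy5 over europium emission ratio at 671 and 618 nm; 0% = plate median of compound wells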
TCR CD3 inh – inhibitors of human TCR-CD3 interaction; TAMRA-labeled TCR probe fluorescence, biochemical; inhibition, % at 9.4 µM; 360,000 tested, 0.37% active; in the data active = inhibition above about 19%;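 note: recombinant mutant TCR 2C K166C tagged with TAMRA read by polarization; 0% = receptor in buffer alone and 100% = receptor with positive control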
ABHD4 inh – inhibitors of mouse ABHD4. Q8VD66. AID 720543. purified mABHD4, FP-Rh probe fluorescence polarization. 370,000 tested, 0.54% active. inhibition, % at 8.92 µM;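 active = inhibition exceeding the mean over every tested compound plus 3 SD, cut at about 30% in these data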;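 note: 0% = plate median of compound wells and 100% = S159A mutant with DMSO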
Target sequence (Q8VD66 whole entry, looked up): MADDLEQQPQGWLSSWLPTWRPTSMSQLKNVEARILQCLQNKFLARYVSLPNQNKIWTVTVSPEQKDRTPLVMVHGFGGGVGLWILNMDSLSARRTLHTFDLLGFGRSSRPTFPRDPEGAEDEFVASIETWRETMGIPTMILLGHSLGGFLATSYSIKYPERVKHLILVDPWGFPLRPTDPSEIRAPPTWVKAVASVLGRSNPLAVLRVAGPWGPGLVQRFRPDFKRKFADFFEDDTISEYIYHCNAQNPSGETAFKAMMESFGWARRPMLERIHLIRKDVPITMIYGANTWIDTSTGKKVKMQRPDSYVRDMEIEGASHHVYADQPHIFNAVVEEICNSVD
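Assay system: wild-type mouse ABHD4 protein; compound: single nominal dose of 8.92 µM, 0.89% DMSO final; schedule: 45 min + 60 min at 25 °C; measured by: FP readout, ex 525 nm / em 598 nm; evaluation: % inhibition of FP-Rh probe binding versus controls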
Rev-erbA mod – Rev-erb alpha (human) modulation; Rev-erbα–FITC-DNA binding, fluorescence polarization, 90 min; activity, % at 10 µM; 370,000 tested, 0.79% active;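 active = activity above about 14%, limit read from the data; passing the limit was not always enough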;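 note: 0% = DMSO wells with 35 nM protein and 100% = DMSO wells with 750 nM protein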
PRMT1 FP inh – blocks human protein arginine methyltransferase 1; inhibition, % at 2.79 µM; AID 652257; 370,000 tested, 1.3% active; recombinant PRMT1, activity-based probe fluorescence polarization; Q99873;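 active = inhibition above about 21% made by adding two undisclosed values, limit read from the data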
MBD2 inh – inhibitors of human MBD2 binding to methylated oligonucleotide; Q9UBB5; TR-FRET; inhibition, % at 4.4 µM; 370,000 tested, 0.31% active; AID 686964; in the data active = inhibition above about 13%
Target sequence (Q9UBB5 whole entry, looked up): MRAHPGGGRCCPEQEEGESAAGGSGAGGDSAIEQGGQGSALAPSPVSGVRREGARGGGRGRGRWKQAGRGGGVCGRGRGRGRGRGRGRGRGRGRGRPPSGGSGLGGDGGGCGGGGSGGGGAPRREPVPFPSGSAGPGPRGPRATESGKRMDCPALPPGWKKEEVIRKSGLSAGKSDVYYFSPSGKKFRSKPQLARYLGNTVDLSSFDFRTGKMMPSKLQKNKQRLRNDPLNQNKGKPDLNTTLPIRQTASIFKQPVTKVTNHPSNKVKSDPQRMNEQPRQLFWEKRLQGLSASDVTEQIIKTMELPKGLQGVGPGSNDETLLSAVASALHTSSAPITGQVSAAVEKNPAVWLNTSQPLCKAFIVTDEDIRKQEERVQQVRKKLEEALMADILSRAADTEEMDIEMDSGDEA
Numbers without * were called inactive; . = no result given. A portion of the library. The share of hits here may be higher or lower than overall.

no.	Compound	rCAG binder	UHRF1 MBD2 ctr	PG9 Ab binder	HTRA1 inhibitor	LEDGF integ inh
1	COc1ccc(N=Cc2cc(Cl)ccc2O)cc1Cl	0.9	-2.2	-4.7	-0.5	0.5
2	CCOc1ccc(NC(=S)N2CCC(NC(=O)C3CCCCC3)CC2)cc1	-2.8	5.3	0.9	2.0	1.8
3	CCOC(=O)CN1CC23C=CC(O2)C(C(=O)NCc2ccc(C)cc2)C3C1=O (stereo not given)	1.0	3.9	1.1	4.2	-3.1
4	COc1ccc(/C(C)=N\NS(C)(=O)=O)c(OC)c1	-0.9	-3.3	-0.1	7.8	-5.6
5	Clc1cccc(Cl)c1CNC1CCCC1	-0.3	-2.0	-1.0	0.8	2.2
6	O=S1(=O)CC(N2CCCCC2)CN1Cc1ccccc1 (stereo not given)	2.9	-4.0	1.9	.	6.6
7	CSc1nc(N2CCN(c3ccccc3)CC2)cc(N2CCN(c3ccccc3)CC2)n1	-2.4	0.6	-0.2	-5.5	0.8
8	Cc1cccc(-c2oc(C)c(C)[n+]2[O-])c1	1.1	-4.5	0.2	0.8	-1.0
9	O=C(Nc1cccc2cccnc12)c1cccc2ccccc12	3.4	0.4	0.1	-11.0	1.5
10	CC(C)[C@H](NC(=O)N1CCn2c1nc1ccccc12)C(=O)NC1CC1	-2.8	0.9	-2.1	10.2	-6.8
11	Oc1ccccc1N1CCN(c2ncnc3scc(-c4ccc(F)cc4)c23)CC1	7.6	-3.7	0.5	-13.7	-0.8
12	Cc1cc(N2CCCC2)nc(-c2ccccc2O)n1	5.7	0.2	3.1	-0.3	-1.3

no.	TCR CD3 inh	ABHD4 inh	Rev-erbA mod	PRMT1 FP inh	MBD2 inh
1	1.7	-1.2	0.2	0.8	1.2
2	-0.9	0.2	6.1	0.5	-1.1
3	-4.2	-1.8	5.0	3.3	8.0
4	-2.3	-0.9	0.7	3.5	1.2
5	8.7	-1.9	4.0	1.1	-1.8
6	7.3	0.1	-0.7	-4.3	2.2
7	0.8	1.9	-0.1	2.4	4.3
8	-3.9	2.0	3.7	-1.4	1.4
9	0.8	-4.2	2.6	0.0	1.0
10	-2.8	-5.7	2.5	0.2	1.5
11	7.6	-10.3	0.7	-3.8	-2.3
12	-2.6	-8.7	-1.0	4.7	4.5

Reformatted with one line to a screen: 7 of the compounds above.
(7) CSc1nc(N2CCN(c3ccccc3)CC2)cc(N2CCN(c3ccccc3)CC2)n1
(2) CCOc1ccc(NC(=S)N2CCC(NC(=O)C3CCCCC3)CC2)cc1
(1) COc1ccc(N=Cc2cc(Cl)ccc2O)cc1Cl
(8) Cc1cccc(-c2oc(C)c(C)[n+]2[O-])c1
(10) CC(C)[C@H](NC(=O)N1CCn2c1nc1ccccc12)C(=O)NC1CC1
(6) O=S1(=O)CC(N2CCCCC2)CN1Cc1ccccc1 (stereo not given)
(9) O=C(Nc1cccc2cccnc12)c1cccc2ccccc12
screen / no. | 7 | 2 | 1 | 8 | 10 | 6 | 9
rCAG binder | -2.4 | -2.8 | 0.9 | 1.1 | -2.8 | 2.9 | 3.4
UHRF1 MBD2 ctr | 0.6 | 5.3 | -2.2 | -4.5 | 0.9 | -4.0 | 0.4
PG9 Ab binder | -0.2 | 0.9 | -4.7 | 0.2 | -2.1 | 1.9 | 0.1
HTRA1 inhibitor | -5.5 | 2.0 | -0.5 | 0.8 | 10.2 | . | -11.0
LEDGF integ inh | 0.8 | 1.8 | 0.5 | -1.0 | -6.8 | 6.6 | 1.5
TCR CD3 inh | 0.8 | -0.9 | 1.7 | -3.9 | -2.8 | 7.3 | 0.8
ABHD4 inh | 1.9 | 0.2 | -1.2 | 2.0 | -5.7 | 0.1 | -4.2
Rev-erbA mod | -0.1 | 6.1 | 0.2 | 3.7 | 2.5 | -0.7 | 2.6
PRMT1 FP inh | 2.4 | 0.5 | 0.8 | -1.4 | 0.2 | -4.3 | 0.0
MBD2 inh | 4.3 | -1.1 | 1.2 | 1.4 | 1.5 | 2.2 | 1.0

Continued.
no.	Compound	rCAG binder	UHRF1 MBD2 ctr	PG9 Ab binder	HTRA1 inhibitor	LEDGF integ inh
13	COP1(=O)CCOCC[C@H](CC(C)C)NC(=O)[C@H](CC(C)C)N1 (stereo not given in full)	.	-0.2	.	.	-2.4
14	CC(=O)Oc1cccc(C(=O)Nc2ccc3c(c2)C(=O)N(CC2CCCO2)C3=O)c1 (stereo not given)	-4.3	-1.1	-0.6	-1.3	-3.5
15	Cc1ccccc1C(=O)N1CCC(C(=O)Nc2sccc2C(N)=O)CC1	0.4	-0.6	1.3	-6.4	0.9
16	COc1ccc(CNC(=O)c2ccc(Cl)c(NC3=NC4CS(=O)(=O)CC4S3)c2)cc1 (stereo not given)	2.4	-3.2	-0.8	-0.2	-1.7
17	COC(=O)CCN(C1CCCCC1)S(=O)(=O)c1ccc(S(=O)(=O)N2CCCCC2)cc1	1.6	-2.0	-0.2	0.3	-1.9
18	Cc1ccc(C(=O)Nc2ccc(Cl)cn2)cc1	-2.9	0.2	2.6	8.2	0.0
19	CCc1ccc(NC(=O)Nc2c(C)n(C)n(-c3ccccc3)c2=O)cc1	-2.3	-0.8	-2.1	5.9	-3.0
20	C=CCn1c2ccccc2c2nn(C)c(=S)nc21	2.8	-4.1	3.4	-3.8	-2.3
21	Brc1ccc2nc(-c3ccccc3)c(Cc3ccsc3)n2c1	13.5	5.5	-0.9	.	-0.1
22	Cc1onc(-c2ccccc2Cl)c1C(=O)NNC(=O)c1ccc(F)cc1	1.1	3.7	-2.2	-1.7	1.2
23	COc1ccc(OC)c(S(=O)(=O)Nc2ccc3c(c2)OCCO3)c1	0.7	-1.3	-1.0	5.8	-1.5
24	C=CCN1C=C2C(=O)C(C)(OC(=O)c3ccc(OC)cc3)C(=O)C(c3ccco3)=C2C=C1CCCC (stereo not given)	1.7	8.3	9.7*	-10.7	-0.3

no.	TCR CD3 inh	ABHD4 inh	Rev-erbA mod	PRMT1 FP inh	MBD2 inh
13	.	-0.2	-2.9	3.5	0.9
14	-2.9	2.9	-2.5	0.6	0.2
15	1.7	1.8	-5.2	1.7	-4.5
16	0.0	-4.2	-2.2	1.8	-6.2
17	-1.7	-11.3	-4.0	-1.0	-1.9
18	-7.7	2.8	-0.7	-3.0	4.2
19	6.1	-2.0	-2.7	-1.2	-2.2
20	3.3	-5.0	11.6	1.2	-2.5
21	7.1	15.4	-3.2	7.4	-1.3
22	-1.4	-2.7	3.6	0.8	5.8
23	0.1	-2.1	-7.4	0.6	0.5
24	0.7	13.6	-3.6	6.8	-2.5

Entries of single compounds as entered above. Order of screens: rCAG binder, UHRF1 MBD2 ctr, PG9 Ab binder, HTRA1 inhibitor, LEDGF integ inh, TCR CD3 inh, ABHD4 inh, Rev-erbA mod, PRMT1 FP inh, MBD2 inh
Profile of Cc1ccc(C(=O)Nc2ccc(Cl)cn2)cc1 : -2.9, 0.2, 2.6, 8.2, 0.0, -7.7, 2.8, -0.7, -3.0, 4.2
Profile of Clc1cccc(Cl)c1CNC1CCCC1 : -0.3, -2.0, -1.0, 0.8, 2.2, 8.7, -1.9, 4.0, 1.1, -1.8

(further entries)
no.	Compound	rCAG binder	UHRF1 MBD2 ctr	PG9 Ab binder	HTRA1 inhibitor	LEDGF integ inh
25	CNC(=O)c1cc(S(=O)(=O)Nc2ccc3c(c2)OCCO3)ccc1C	-2.2	-2.2	-0.3	-1.9	1.3
26	O=C(OCc1cn(Cc2ccccc2)nn1)c1ccccc1	1.1	-0.7	-0.1	-11.5	-0.8
27	Cc1c(Cl)c([N+](=O)[O-])nn1CC(=O)NC1CCCCC1	1.7	-1.4	0.2	2.0	-1.4
28	O=C(NC(=S)NCCC1=CCCCC1)c1cccnc1	-4.0	2.2	-0.4	-1.7	-3.1
29	O=C1C(CCCNC(=S)NCc2ccccc2)NC(=S)N1Cc1ccccc1 (stereo not given)	-0.7	6.0	0.3	-24.0	2.0
30	COc1ccccc1CN(C)C(=O)c1cnc(C)cn1	-3.5	1.8	1.1	-2.5	4.1
31	CC(C)(C)C(=O)OCc1nc(-c2ccc(F)cc2)cs1	-0.3	3.9	-2.0	-1.5	1.9
32	CCc1ccc2c(c1)NC(=O)C2(C)Cc1cccc(F)c1 (stereo not given)	-1.2	3.1	4.0	.	-3.0
33	Cc1cc(SCc2ccccc2Cl)nc(=O)[nH]1	6.8	0.3	-1.5	-3.7	0.2
34	O=C(N/N=C/c1ccncc1)c1cc([N+](=O)[O-])cc([N+](=O)[O-])c1	0.8	0.8	-2.1	-5.5	0.2
35	COc1ccc(N2CCN(C(=O)C(CCSC)N=C3NS(=O)(=O)c4ccccc43)CC2)cc1 (stereo not given)	-1.4	-0.5	1.0	1.6	-0.3
36	CCOC(=O)c1ccc(S(=O)(=O)N2CCC(C(=O)OCC)CC2)cc1	-8.4	-3.0	0.6	-8.0	-0.9

no.	TCR CD3 inh	ABHD4 inh	Rev-erbA mod	PRMT1 FP inh	MBD2 inh
25	3.4	1.9	2.0	-1.6	-6.9
26	-2.2	-6.6	3.8	-0.1	0.1
27	4.4	1.2	5.3	-1.6	2.8
28	-3.7	-14.7	0.8	8.9	5.7
29	2.8	-6.3	0.3	-4.7	-4.2
30	-6.1	-0.8	-2.5	6.2	-4.3
31	-6.9	-4.4	4.0	-0.6	-2.0
32	-6.6	-4.0	-3.8	4.5	4.8
33	-7.7	-9.4	1.9	-1.8	0.3
34	3.4	5.6	-4.0	0.9	-2.4
35	3.6	0.8	-8.3	-2.7	-1.0
36	1.1	-5.4	-1.9	0.1	1.5

Continued.
no.	Compound	rCAG binder	UHRF1 MBD2 ctr	PG9 Ab binder	HTRA1 inhibitor	LEDGF integ inh
37	CCCc1cc(=O)oc2cc(C)cc(OCC(=O)Nc3ccc(S(N)(=O)=O)cc3)c12	5.6	3.7	5.1	-4.9	-0.6
38	CC(C)(Oc1ccc(Cl)cc1)C(=O)NCC1CCCO1 (stereo not given)	-6.6	2.2	-0.5	2.4	-1.2
39	Cc1cc(N)nc2nc(C(F)(F)F)nn12	-2.4	2.0	0.0	-0.8	-8.7
40	Cc1cc(NC(=O)CSc2nnc(C3COc4ccccc4O3)n2N)no1 (stereo not given)	-1.7	2.2	-0.3	7.2	-6.0
41	Cc1cc(C)cc(SCc2noc(C(=O)NCc3ccccc3)c2C(=O)NCc2ccccc2)c1	0.0	-4.2	-0.2	2.4	2.6
42	CCOC(=O)CSc1ncc(-c2ccccc2)nn1	-3.2	3.3	-2.0	-7.0	-2.5
43	O=C(O)CC1C(=O)NCCN1Cc1ccc(F)c(F)c1 (stereo not given)	2.6	-0.4	1.1	-0.1	-3.9
44	COc1cc(/C=N/N2C(=O)c3ccccc3C2=O)ccc1O	-2.9	0.7	0.7	-5.9	-4.8

no.	TCR CD3 inh	ABHD4 inh	Rev-erbA mod	PRMT1 FP inh	MBD2 inh
37	-5.2	-1.8	135.2*	-2.5	0.2
38	-0.1	-1.9	-1.6	4.6	-2.6
39	-3.3	1.5	-2.6	7.3	2.7
40	1.7	4.1	-1.6	6.3	2.7
41	6.2	1.0	-4.7	2.4	1.6
42	-4.0	1.3	-3.5	5.1	2.9
43	-3.7	-0.4	2.1	1.2	-1.6
44	-0.6	0.3	6.0	3.7	2.9

High-throughput results from PubChem BioAssay.
